Bioassay records deposited in PubChem by National Center for Advancing Translational Sciences (NCATS).
Apoferritin bind – binds horse apoferritin like a general anesthetic | P02791 | Potency, µM (series often up to 77.5 µM), for the others: at the highest dose activity change, negative = displacement, actives largely listed as inhibitors | apoferritin/1-aminoanthracene competitive binding, fluorescence | AID 485281 | 350,000 tested, 0.074% active; note: potency is the fitted concentration of half-maximal effect; % is set by controls: 0 for no effect and ±100 for the full control effect; nearly all actives have a fitted effect of over 20% in size
Target sequence (P02791 2-175 limits assumed): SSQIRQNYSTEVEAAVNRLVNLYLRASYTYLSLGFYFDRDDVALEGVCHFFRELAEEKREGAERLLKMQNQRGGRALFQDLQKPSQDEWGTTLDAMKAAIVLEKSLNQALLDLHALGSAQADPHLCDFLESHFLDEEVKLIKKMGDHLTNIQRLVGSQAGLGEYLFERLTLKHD
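Horse-spleen apoferritin (10 uM) was mixed with 50% saturated 1-aminoanthracene in PBS, exposed to compounds for 10 min at room temperature, and read for fluorescence (ex 380 nm, em 535 nm). Competitive displacement was fitted with a four-parameter Hill equation.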
BLM helicase inh – inhibitors of human Bloom syndrome helicase BLM | P54132 | recombinant BLM DNA unwinding, fluorescence dequenching | AID 2528 | 350,000 tested, 0.2% active | Potency, µM (titrated, usually from 56.1 µM), for inactives: at the highest dose activity change, negative = inhibition, most hits filed as inhibitors;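 note: potency is the fitted concentration of half-maximal effect; plate controls were vehicle for no effect and no enzyme for full effect; nearly all actives have a fitted effect of over 35% in size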
Pol beta inh – DNA polymerase beta (human) inhibition | P06746 | Potency, µM (doses to about 114 µM), inactives show top-dose activity change, negative = inhibition, actives largely listed as inhibitors | Pol beta primer extension/strand displacement, fluorescence kinetic | 340,000 tested, 1.3% active | AID 485314; note: potency is the fitted concentration of half-maximal effect; % is set by controls: 0 for no effect and ±100 for the full control effect
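Pol beta (10 nM) was preincubated with compound for 15 min at room temperature. The reaction was then started with 50 nM substrate and read immediately and after a further 10 min at room temperature.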
Pol kappa inh – inhibitors of human DNA polymerase kappa; 400,000 tested, 0.53% active; Q9UBT6; Potency, µM (top dose mostly 107 µM), for inactives: at the highest dose activity, negative = inhibition, usual class: inhibitors; purified Pol kappa, fluorescent DNA synthesis assay, 10 min; note: potency is the fitted concentration of half-maximal effect; % is set by controls: 0 for no effect and ±100 for the full control effect
Target sequence (Q9UBT6 whole entry, looked up): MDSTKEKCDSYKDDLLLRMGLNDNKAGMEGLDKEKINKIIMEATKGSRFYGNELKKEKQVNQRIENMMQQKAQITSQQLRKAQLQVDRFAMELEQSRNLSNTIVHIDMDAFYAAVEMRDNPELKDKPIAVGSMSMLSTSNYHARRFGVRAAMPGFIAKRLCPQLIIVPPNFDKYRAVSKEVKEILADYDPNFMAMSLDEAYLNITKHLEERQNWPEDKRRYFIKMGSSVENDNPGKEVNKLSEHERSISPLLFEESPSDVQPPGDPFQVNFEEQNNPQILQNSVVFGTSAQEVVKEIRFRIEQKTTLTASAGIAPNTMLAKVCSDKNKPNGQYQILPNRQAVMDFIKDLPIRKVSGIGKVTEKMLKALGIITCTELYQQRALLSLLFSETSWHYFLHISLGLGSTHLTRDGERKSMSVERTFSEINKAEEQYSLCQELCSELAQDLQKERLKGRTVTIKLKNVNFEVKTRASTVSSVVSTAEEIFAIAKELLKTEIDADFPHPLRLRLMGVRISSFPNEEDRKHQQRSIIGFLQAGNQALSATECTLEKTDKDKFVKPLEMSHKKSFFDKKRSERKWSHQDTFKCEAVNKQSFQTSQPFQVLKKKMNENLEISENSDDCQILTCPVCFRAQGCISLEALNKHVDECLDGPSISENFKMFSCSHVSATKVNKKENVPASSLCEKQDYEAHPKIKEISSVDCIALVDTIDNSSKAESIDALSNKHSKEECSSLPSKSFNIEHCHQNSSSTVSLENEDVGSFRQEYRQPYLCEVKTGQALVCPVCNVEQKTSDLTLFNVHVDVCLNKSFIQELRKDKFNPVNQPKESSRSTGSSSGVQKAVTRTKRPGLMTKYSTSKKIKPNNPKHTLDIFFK
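Fluorescent qHTS in 1536-well format: enzyme (10 nM) and compound sat 15 min at room temperature before 50 nM substrate (final) was added. Signal taken at 0 and 10 min; no-enzyme buffer wells were negative controls.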
PGK inhibitor – blocks T. brucei phosphoglycerate kinase; PGK/GAPDH coupled, Kinase-Glo luminescence, 60 min; Potency, µM (doses to about 57.5 µM), without a hit: top-dose activity change, negative = inhibition, most hits filed as inhibitors; P07378; AID 602233; 380,000 tested, 0.043% active; note: potency is the fitted concentration of half-maximal effect; % is set by controls: 0 for no effect and ±100 for the full control effect; nearly all actives have a fitted effect of over 60% in size
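Luminescent ATP detection (Kinase-Glo Plus) follows a 60-minute room-temperature incubation, with wells lacking PGK as controls. Buffer: 100 mM TEA (pH 7.6), 5 mM MgCl2, 0.01% Tween-20. Coupling enzyme GAPDH (100 nM final) supplies unstable 1,3-BPG in-well.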
RXFP1 antag – blocks the human relaxin receptor RXFP1. Q9HBX9. HEK293-RXFP1, relaxin-stimulated cAMP HTRF, 30 min; active compounds read low. activity change, negative = inhibition, % at 57.5 µM. 350,000 tested, 0.59% active. AID 1259400;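 active = activity change of -60% or lower, but not beyond a set lower limit; inconclusive = change between -60% and -40%, or beyond the set limit; inactive = change above -40%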; note: % is set by controls: 0 for no effect and ±100 for the full control effect
APEX1 inh – APE1 (human) endonuclease inhibition; P27695; recombinant APE1, TAMRA/BHQ-2 abasic DNA cleavage fluorescence; Potency, µM (titrated, usually from 65.8 µM), for the others: at the top dose activity change, negative = inhibition, hits mostly inhibitors; 350,000 tested, 0.35% active; AID 2517;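 note: potency is the fitted concentration of half-maximal effect; plate controls were vehicle for no effect and reference inhibitor for full effect; nearly all actives have a fitted effect of over 55% in size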
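Kinetic fluorescence read (525 ex/598 em nm, three reads 60 s apart) of AP-site incision; signal = third minus first read. Enzyme 0.75 nM, dual-labelled THF duplex 50 nM, compound preincubation 15 min RT.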
POLH inh – DNA polymerase eta (human) inhibition | 390,000 tested, 1.2% active | Potency, µM (highest dose often 114 µM), for inactives: at the highest dose activity change, negative = inhibition, most hits filed as inhibitors | recombinant Pol eta, fluorescent DNA replication assay; note: potency is the fitted concentration of half-maximal effect; % is set by controls: 0 for no effect and ±100 for the full control effect
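Pol eta (10 nM) was preincubated with compounds for 15 min at room temperature, after which fluorescent replication substrate (50 nM final) was added to start the reaction. Fluorescence was read kinetically at 0 and 10 min.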
POLI inh – inhibitors of human DNA polymerase iota; Potency, µM (top dose mostly 115 µM), for the others: top-dose activity, negative = inhibition, most hits filed as inhibitors; Pol iota fluorescent replication assay, 10 min; 390,000 tested, 1% active; Q9UNA4; note: potency is the fitted concentration of half-maximal effect
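Pol iota at 10 nM preincubated 15 min with compounds at room temperature; reaction started with fluorescent substrate, 50 nM final. Fluorescence read kinetically at 0 and 10 min; buffer-only wells as negative control.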
An asterisk follows results filed as active; i = inactive; ? = inconclusive; . = not tested or not shown; & = joins results of further samples; [ ] = remark or other dose. Unless noted, calls come from the whole dose curve; as a rule, active = well fitted curve in the direction sought with a large enough effect; inconclusive = small, poorly fitted or top-dose-only effect, or another doubt; inactive = no such curve, though single readings can be large; an effect the other way counts as inactive or inconclusive. Only part of the results is shown, so the mix of outcomes need not match the whole.

SMILES	Apoferritin bind	BLM helicase inh	Pol beta inh	Pol kappa inh	PGK inhibitor	RXFP1 antag	APEX1 inh	POLH inh	POLI inh
COc1ccc(C(NC(C)=O)c2c(O)ccc3ccccc23)cc1OC (stereo not given)	38%[activator]	-2%	-3%	-9%	0%	-12	-2%	-11%	-15%
O=S(=O)(Nc1ccccc1)c1cccc2nonc12	?	-2%	-17%	1%	-2%	-2	40%	-4%	-25%
CN(C(=O)COC(=O)CCC(=O)c1ccccc1)c1c(N)n(Cc2ccccc2)c(=O)[nH]c1=O	.	.	.	3%	-3%	-14	47%	-16%	14%
Cc1ccc(C(=O)COC(=O)c2cccc([N+](=O)[O-])c2)s1	.	.	.	-7%	1%	15	23%	-14%	-3%
CC(OC(=O)c1ccc(Cl)c(S(=O)(=O)N2CCCC2)c1)C(=O)NC1CCCCC1C (stereo not given)	?	-5%	12%	.	.	.	52%[activator]	.	.
O=C1C[C@@H]2c3c(cccc3CN1Cc1ccc(F)cc1)C[C@@H](O)[C@H]2O	.	.	.	-2%&2%	i	.	-18%	-2%	-1%&-9%
CCn1cc(C2N3CC4(CC)CN2CC(CC)(C3)C4=O)c2ccccc21 (stereo not given)	-6%	0%	23%	1%	14%	-37	.	-24%	5%
CCCCCOc1ccc(C(=O)NC(C(=O)O)C(C)C)cc1 (stereo not given)	-20%	2%	28%	-7%	-2%[11.5 µM]	4	-5%	-1%	-6%
O=C(Cc1ccc(Br)cc1)Nc1ccc(S(=O)(=O)N2CCCC2)cc1	7%	-11%	35%	.	.	.	-17%	.	.
Cc1cc(NS(=O)(=O)c2ccc(NC(=O)c3ccccc3F)cc2)nc(C)n1	-4%	-1%	13%	-9%	-8%	.	.	2%	-4%
COc1ccc(-c2[nH]ncc2Oc2ccccc2OC)c(O)c1	-10%	-12%	-15%	-6%	-9%	-23	-5%	-15%	-15%
Cc1ccc(C)c(N2CCN(C(=O)c3noc4c3CCCCC4)CC2)c1	124%[activator]	-6%	0%	-1%	i	-10	.	-15%	9%
Cn1c(C(=O)NCc2cccc(F)c2)cc2cc(S(=O)(=O)N3CCCCC3)ccc21	-6%	-7%	-7%	-8%[60.1 µM]	-9%	-11	.	-20%	14%
COc1ccc(-n2cnc3cc(NCc4ccco4)ccc32)cc1	-19%	-5%	-12%	-3%	3%	-2	?	-20%	3%[58.9 µM]
COc1ccc(/C(C)=N/NC(=O)c2ccccc2OCc2ccccc2)c(OC)c1	-12%	-10%	14%	-10%	-3%	-11	15%	-8%	48%[activator]

3 entries from above, sorted by length of the SMILES, falling:
SMILES	Apoferritin bind	BLM helicase inh	Pol beta inh	Pol kappa inh	PGK inhibitor	RXFP1 antag	APEX1 inh	POLH inh	POLI inh
Cc1cc(NS(=O)(=O)c2ccc(NC(=O)c3ccccc3F)cc2)nc(C)n1	-4%	-1%	13%	-9%	-8%	.	.	2%	-4%
O=C(Cc1ccc(Br)cc1)Nc1ccc(S(=O)(=O)N2CCCC2)cc1	7%	-11%	35%	.	.	.	-17%	.	.
COc1ccc(-n2cnc3cc(NCc4ccco4)ccc32)cc1	-19%	-5%	-12%	-3%	3%	-2	?	-20%	3%[58.9 µM]

(more compounds)
SMILES	Apoferritin bind	BLM helicase inh	Pol beta inh	Pol kappa inh	PGK inhibitor	RXFP1 antag	APEX1 inh	POLH inh	POLI inh
CC1CC(CC(=O)Nc2nc(-c3ccccc3)cs2)C(=O)O1 (stereo not given)	-9%	-2%	3%	0%	3%	-8	1%	-16%	-11%
CC(C)Cc1c(O)nc(SCC(=O)N2CCCCCC2)[nH]c1=O	-9%	-1%	15%	-2%	7%	6	-1%	-17%	10%
COc1ccc(C2=NN(C(=O)CSc3nnc(C)n3C)C(c3ccco3)C2)cc1 (stereo not given)	-8%	5%	3%	-13%	-6%	6	1%	-20%	3%
CN(Cc1nnc(SCC(=O)NCCc2ccccc2)n1C)S(=O)(=O)c1ccccc1	-7%	-2%	-19%	-2%	0%	-5	-2%	1%	12%
CCN(CC)S(=O)(=O)c1ccc2c(c1)c(=O)c(C(=O)N1CCN(c3ccccc3OC)CC1)cn2C	-12%	-3%	49%	0%	-1%	.	.	-1%	10%
CC(C)c1cc(CNC(=O)c2cc(COc3cncc(Cl)c3)on2)on1	?	-3%	15%	2%	-3%	0	16%	-7%	?
COc1ccccc1N(CC(=O)NCc1cccnc1)S(C)(=O)=O	-5%	1%	-22%	-5%	-11%	-12	-1%	-5%	6%
COc1ccccc1Oc1ccc2c(c1)C(=O)N(c1cccc(O)c1)C2=O	?	-14%	-3%	-11%	-8%	-13	-5%	-9%	-2%
Cc1ccc(C)c(NC2=NC3(CCCCC3)N=C(N)N2)c1	-2%	-10%	18%	4%	-5%	4	-2%	3%	7%
N#CCCSc1nc(N2CCOCC2)c2c(c1C#N)CCCC2	-4%	0%	6%	-10%	-1%	-4	-3%	4%	18%
COc1ccc(C(=O)Nc2ccccc2C(=O)N2CCCCCC2)cc1	8%	-14%	1%	-8%	5%	-2	-5%	-7%	20%
COc1cc(-c2nc(CN(C)Cc3nnc(C)o3)c(C)o2)ccc1F	-1%	-2%	1%	8%	i	5	-1%	-9%	48%[activator]
Cc1ccc(CN=C2Nc3ccccc3CS2)cc1	?	-4%	3%	-20%	-4%	26	-3%	-18%	3%
CCOC(=O)c1c(C)n(C)c2cc([N+](=O)[O-])c(O)c([N+](=O)[O-])c12	0%	-1%	20%	2%	0%	8	7%	7%	48%[activator]
COc1ccc(C(=O)Nc2ccc(S(=O)(=O)Nc3cnc4ccccc4n3)cc2)cc1	-3%	1%	44%	-36%	0%	-7	9%	-1%	130%[activator]
Cc1cc(NS(=O)(=O)c2ccc(NC(=O)C(F)(F)F)cc2)nc(C)n1	-5%	2%	56µM*	-6%	-3%	19	-1%	3%	24%
COc1ccc(-c2nnc(SCC(=O)N(C)C3CCS(=O)(=O)C3)n2C(C)C)cc1 (stereo not given)	.	.	.	2%	-6%	3	4%	-6%	-15%
COc1cc(CNc2ccc3[nH]c(=O)[nH]c3c2)ccc1OCc1ccccc1	-18%	-6%	11%	-4%	2%	-15	-11%	9%	15%
COc1ccc([N+](=O)[O-])cc1N(CC(=O)NCC1CCCO1)S(C)(=O)=O (stereo not given)	-1%	0%	15%	-6%	4%	10	0%	-23%	16%
O=C(NCC1CCN(Cc2ccccc2F)CC1)Nc1cc(F)ccc1F	-3%	4%	39%	-9%	8%	-1	4%	-22%	34%[activator]
Cc1cc(C(=O)OC(C)C(=O)Nc2nc(-c3ccccc3)cs2)c(C)o1 (stereo not given)	-6%	-12%	-16%	-25%	-4%	-11	-1%	-13%	-5%
CC(=O)/C(N=Nc1cc2c(cc1[N+](=O)[O-])OCCO2)=C(\C)O	0%	-2%	0%	-3%	-5%	-12	-3%	-5%	28%
CC(C)CCNC(=O)c1ccc(C2SCC(=O)N2Cc2ccco2)cc1 (stereo not given)	-12%	-2%	-19%	-10%	2%	16	-2%	-14%	9%
CC(OC(=O)Cc1ccc(Br)cc1)C(=O)NC1CCCCC1C (stereo not given)	-13%	-1%	-2%	-11%	-9%	-8	11%	-12%	4%
C#CCSC1=C(C#N)C(c2cccs2)C(C(=O)OCC)=C(C)N1 (stereo not given)	-2%	8%	4%	-8%	i	-2	6%	-10%	6%
O=C(Nc1cnn(Cc2ccccc2)c1)c1nc2ncccn2n1	?	0%	5%	-19%	-6%	-4	19%	-12%	9%
Cc1cc(C)c(NC(=O)CSc2ccnc(=O)[nH]2)c(C)c1	-6%	0%	0%	-4%[60.1 µM]	-10%	.	.	-6%	47%[activator]
CC1(C)CC(NCc2cccc([N+](=O)[O-])c2)CC(C)(C)N1	2%	-1%	3%	-2%	-3%	-1	56%[activator]	-10%	143%[activator]
COc1ccc(Br)cc1C(=O)N/N=C/c1ccc([N+](=O)[O-])cc1	-6%	-11%	?	-1%	-14%	-1	?	-3%	?
Cc1ccc2c(c1)c1c3n2CCN=C3CCC1	9%	-5%	5%	-14%	-8%	-5	-6%	-2%	36%[activator]
CCc1noc(C)c1C(=O)Nc1nc(-c2ccc(Cl)cc2Cl)cs1	-13%	-10%	-21%	-15%	-14%	-15	-10%	?	-14%
Cc1ccc(NC(=O)c2oc3ccccc3c2NC(=O)C2CCCCC2)cc1	?	-8%	22%	-3%	i	.	.	-14%	43%[activator]
Cn1c(SCC(=O)NC(c2ccccc2)c2ccccc2)nnc1-c1cccs1	-14%	0%	8%	-11%	2%	6	10%	-7%	10%
CCCOP(=O)(c1ccc(N(C)C)cc1)C(O)c1ccc(Cl)cc1Cl (stereo not given)	-8%	-9%	32%	-7%	-10%	-14	11%	-5%	27%
CCOc1ccccc1NC(=O)C1CCCC1	.	.	.	3%	-9%	-19	.	-10%	-12%
CCOC(=O)c1nnn(CC(=O)Nc2cccc(OC)c2)c1C(=O)OCC	-14%	-5%	-4%	4%	-9%	-12	-3%	-15%	-3%
CCOc1ccc(OCCC(=O)OCC(=O)NNC(=O)c2ccccc2)cc1	.	.	.	-9%	-4%	16	-23%	10%	-18%
O=C1COc2ccc(C(=O)COc3ccc([N+](=O)[O-])cc3)cc2N1	-9%	2%	?	-9%	i	13	4%	-6%	10%
O=C(CCn1c(=S)[nH]c2ccccc2c1=O)Nc1ccc(F)cc1	3%	-8%	0%	0%	0%	-30	5%	1%	20%
O=C(C1CC1)N1CCc2cc(S(=O)(=O)NCC3COc4ccccc4O3)ccc21 (stereo not given)	-8%	-7%	-7%	-4%	9%	-5	-2%	5%	8%
Cc1c(CCC(=O)NCCCn2ccnc2)c(=O)oc2c(C)c3occ(C(C)(C)C)c3cc12	-22%	6%	3%	-13%	9%	16	-8%	6%	13%
NC(=O)CC(NC(=O)Cc1cccc2ccccc12)c1ccc(NCc2ccc(F)cc2)c([N+](=O)[O-])c1 (stereo not given)	5%	-3%	1%	-1%	0%	.	-1%	-4%	26%
